Source: PubChem
FLuc act counter = FLuc activators, initial screening, artefact control for FLuc-dependent activation tests, biochemical, ATPlite luminescence; Luciferin 4-monooxygenase (Photinus pyralis), P08659; ATPlite luciferase biochemical, 10 min; 0 = ATP-free wells, 1 = DMSO control; activation factor at 10 µM; 200,000 tested, under 10 active;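 active = luciferase activation factor, scaled between plate controls, of at least 2 with compound at 10 µM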
Target sequence (P08659 whole entry, looked up): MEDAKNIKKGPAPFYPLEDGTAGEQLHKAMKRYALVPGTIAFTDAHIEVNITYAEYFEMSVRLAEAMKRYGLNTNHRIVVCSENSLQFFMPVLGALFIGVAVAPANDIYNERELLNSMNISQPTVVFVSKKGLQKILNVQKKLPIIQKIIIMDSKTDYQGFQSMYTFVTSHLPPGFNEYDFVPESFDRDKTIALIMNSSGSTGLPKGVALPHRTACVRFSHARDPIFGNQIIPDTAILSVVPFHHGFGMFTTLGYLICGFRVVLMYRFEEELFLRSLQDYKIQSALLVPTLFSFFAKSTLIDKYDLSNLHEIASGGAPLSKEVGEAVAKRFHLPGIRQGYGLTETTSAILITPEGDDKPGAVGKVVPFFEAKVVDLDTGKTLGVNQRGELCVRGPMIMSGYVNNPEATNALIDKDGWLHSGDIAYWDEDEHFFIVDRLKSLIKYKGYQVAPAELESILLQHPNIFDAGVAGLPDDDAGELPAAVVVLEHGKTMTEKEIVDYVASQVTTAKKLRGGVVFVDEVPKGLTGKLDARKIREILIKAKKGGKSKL
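Assay system: Luciferase/luciferin reagent mix; Medium: PBS as buffer for the ATP substrate; Dosing: test compounds dosed from 2 mM stocks in 100% DMSO; Times: 10 min, room temperature; Signal: luminescence from luciferase reaction; Read-out: luciferase activation; Controls: No-ATP low control, compound-free enzyme-plus-ATP high control.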
Hsp70 activator = Hsp70 transcriptional activators, primary screen, cell-based, HeLa, Hsp70 promoter luciferase, luminescence, 10 µM; HeLa Hsp70 promoter luciferase reporter; scaled: vehicle 0, proteasome-inhibitor control 100%; activation, % at 10 µM; 0.04% of 200,000 active; AID 1203, 2008;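 active = activation above the mean across all tested compounds plus 3 SD, cutoff set per campaign, cut at about 5.5% in these data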;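 note: 100% = MG132 at 30 µM as the positive control and 0% = DMSO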
STAT1 act = STAT1 signaling activators, primary screen, cell-based, HTS, luciferase reporter; AID 932, 2007; NIH 3T3 STAT1-luciferase reporter, IFN-gamma, luminescence; 100% = IFN-gamma alone, no compound; 2.6% of 200,000 active; activation (% of control), % at 5.5 µM;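 active = activation above the screen-wide mean activation plus 3 SD, cut at about 130% in these data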;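 note: raw ratio to IFN-gamma control signal so 100% means no change and 0% no light; values of inactives mirror those of a sister screen read the other way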
FLuc inhib CS = firefly luciferase enzyme inhibitors, primary screen, artefact control for luciferase-based inhibitor screens, biochemical, luminescence, ATPLite | 10 min | 1.5% of 200,000 active | Luciferin 4-monooxygenase (Photinus pyralis), P08659 | inhibition, % at 10 µM;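 active = inhibition above about 50% when tested at 10 µM, limit read from the data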
G6PDH CS = L. mesenteroides G6PDH inhibitors, counter-screen for G6PDH-coupled screening assays, biochemical, Leuconostoc mesenteroides enzyme | glucose-6-phosphate dehydrogenase [Leuconostoc mesenteroides] | Purified L. mesenteroides G6PDH, diaphorase/resazurin coupled fluorescence, 45 min | inhibition, % at 5 µM | 0.12% of 200,000 active | AID 1020, 2008; in the data active = inhibition above about 50%
APP transl inh = inhibitors of APP translation via 5'UTR reporter, primary screen, APP 5'UTR luciferase, SH-SY5Y cells | inhibition, % at 2 µM | 0.82% of 190,000 active | SH-SY5Y APP 5'UTR-luciferase reporter, luminescence | AID 1285, 2008;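 active = inhibition above a set limit, derived from the sample mean plus 3 SD, cut at about 45% in these data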; note: values of inactives mirror those of a sister screen read the other way
Redox H2O2 prof = compounds producing H2O2 with reducing agent – biochemical, NIH compound library profiling, artefact control for MLSCN library redox annotation, primary screen; DTT-dependent redox cycling H2O2, phenol red/HRP absorbance; 100% = 100 µM peroxide control, 0% = buffer; activation, % at 10 µM; 0.03% of 200,000 active;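 active = activation of at least 50% relative to the plate's high and low controls in the primary single-dose screen; inactive = activation below 50%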;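 note: compound incubated with DTT at 0.8 mM final as the reducing agent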
APP 5'UTR act = activators of APP 5'UTR luciferase reporter, primary screen, SH-SY5Y cells; SH-SY5Y APP 5'UTR luciferase reporter, luminescence; zero percent = DMSO vehicle wells; activation, % at 2 µM; 1% of 190,000 active; AID 1276, 2008;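 active = activation above a set limit, based on mean plus 3 SD of controls, cut at about 140% in these data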; note: values of inactives mirror those of a sister screen read the other way
NF-kB neuron act = activators of NF-kB expression in neurons, primary screen, cell-based, HTS. AID 1239, 2008. human neuronal cells, NF-kB reporter expression; stronger effect = higher value. 1.6% of 190,000 active. fold change at 12.5 µM; in the data active = fold change above about 3.3
HMGR II inh = inhibitors of E. faecalis class II HMGR, primary screen, biochemical, Enterococcus faecalis; inhibition, % at 10 µM; purified E. faecalis HMGR, NADPH absorbance 340 nm kinetic; HMG-CoA reductase (Enterococcus faecalis, mvaE); 0.41% of 190,000 active;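 active = inhibition above a set limit, the median over all tested compounds plus 3 SD, cut at about 9.5% in these data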;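 note: enzyme runs in reverse so mevalonate oxidation gives rising NADPH absorbance; 0% = complete reaction with DMSO and 100% = background rate lacking mevalonate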
* marks the source's active call; other numbers are inactive results.

SMILES | FLuc act counter | Hsp70 activator | STAT1 act | FLuc inhib CS | G6PDH CS | APP transl inh | Redox H2O2 prof | APP 5'UTR act | NF-kB neuron act | HMGR II inh
Cc1cc(C(=O)NCc2ccco2)on1 | 1.1 | 0.0 | 90.9 | -6.5 | -2.0 | -19.1 | -1.0 | 19.1 | 1.14 | -3.7
COc1ccc(CN(CC2CCC(C(=O)O)CC2)C(=S)Nc2ccccc2OC)cc1 (centres undefined) | 1 | 0.0 | 96.5 | -4.9 | 1.9 | -21.9 | -2.2 | 21.9 | 1.29 | -4.5
O=C1CN(c2nc(-c3cccnc3)nc3sc4c(c23)CCCC4)CCN1 | 1 | -0.1 | 106.2 | 2.9 | 6.0 | -20.1 | -1.0 | 20.1 | 0.49 | -7.9
COc1ccc(-n2nc(C)cc2N)cc1 | 1 | 0.1 | 105.8 | -0.7 | 10.5 | -27.1 | -0.5 | 27.1 | 0.98 | -1.0
S=C(c1ccc2c(c1)OCO2)N1CCCC1 | 1.1 | 0.0 | 103.2 | -5.7 | -9.5 | -5.5 | 1.3 | 5.5 | 1.11 | -2.9
Cc1ccc(C(NC(=O)N2CC(C)OC(C)C2)C(Cl)Cl)cc1F (centres undefined) | 1 | -0.5 | 106.5 | 0.4 | 0.6 | -8.6 | 0.6 | 8.6 | 1.04 | -6.4
O=C(COc1cccc(F)c1)Oc1ccc(C(=O)c2ccccc2)cc1 | 1 | -0.3 | 94.1 | 1.5 | 4.5 | 7.4 | -0.1 | -7.4 | 1.13 | 11.7*
Cc1ccccc1Cn1cnc2c(NS(C)(=O)=O)c(C)c(C)cc21 | 1 | -0.1 | 94.4 | -1.0 | -14.9 | -4.6 | -0.5 | 4.6 | 1.19 | -6.8
COc1ccc(NC(=O)CSc2nc3ccccc3c(=O)n2CCCN2CCC(C)CC2)c(OC)c1 | 1.1 | -0.1 | 101.2 | -8.1 | -1.6 | 10.4 | -0.2 | -10.4 | 1.15 | -0.3
COc1ccc(C(=O)N2CCN(C(=O)c3ccncc3)CC2)cc1 | 1.1 | 0.0 | 100.8 | -9.4 | 2.9 | -0.8 | 0.9 | 0.8 | 0.97 | 0.7
O=C1C2CC=C(Cl)CC2C(=O)N1CCc1c[nH]c2ccccc12 (centres undefined) | 1 | -0.3 | 97.4 | 1.2 | -9.1 | -10.1 | 0.0 | 10.1 | 1.31 | 0.6
Cn1c(=O)[nH]c(=O)c2c1nc(N1CCOCC1)n2CC(O)COc1ccc2ccccc2c1 (centres undefined) | 1.1 | -0.3 | 98.1 | -5.4 | -27.4 | -17.0 | -3.1 | 17.0 | 0.63 | -4.6
CNC(=S)N1N=C(c2ccccc2)CC1c1ccccc1Cl (centres undefined) | 1 | 0.1 | 107.1 | -3.3 | 8.7 | 6.2 | -9.4 | -6.2 | 1.49 | -11.5
CC1CC(C)(C)NC(=S)N1CCC(=O)NCc1ccc(Cl)cc1 (centres undefined) | 1.1 | -0.4 | 99.4 | -7.7 | -0.8 | -16.3 | -0.5 | 16.3 | 1.17 | -6.6
CCC1(c2ccc(F)cc2)NC(=O)N(CC(=O)Nc2cc(S(=O)(=O)N(C)C)ccc2Cl)C1=O (centres undefined) | 1 | -0.2 | 86.0 | -3.1 | 3.3 | 4.7 | -2.3 | -4.7 | 0.77 | -5.2
C=CCn1c(N)c(C(=O)OC(C)(C)C)c2nc3ccccc3nc21 | 1 | -0.2 | 98.0 | -0.4 | 10.0 | 11.3 | 2.5 | -11.3 | 0.77 | -7.2
CC(NC(=S)NCc1ccccc1)C12CC3CC(CC(C3)C1)C2 (centres undefined) | 1 | 0.0 | 100.5 | -1.6 | 10.6 | -11.5 | -3.2 | 11.5 | 1.14 | -4.0
COc1ccc(C2CC(c3ccc4ccccc4c3OC(C)=O)=NN2C(=O)/C=C/c2ccccc2)cc1 (centres undefined) | 1.1 | 0.0 | 95.1 | -6.0 | -0.5 | -13.4 | 0.0 | 13.4 | 0.86 | -6.9
Cc1cccc(C)c1NC(=S)Nc1c(C)n(C)n(-c2ccccc2)c1=O | 1.1 | -0.1 | 95.7 | -6.9 | 3.7 | 8.0 | 0.0 | -8.0 | 0.87 | 0.3
C=CCOn1c(=O)c(-c2cccs2)[n+]([O-])c2ccccc21 | 1 | -0.4 | 109.9 | 1.7 | 4.8 | 4.2 | 8.3 | -4.2 | 0.98 | 1.8
C=CCN=C1SC(C)C(=O)N1S(=O)(=O)c1ccccc1 (centres undefined) | 1.1 | -0.5 | 91.8 | -6.9 | 5.4 | 8.1 | 2.1 | -8.1 | 1.18 | -2.2
CN(C)/C=C/C(=O)c1ccc(F)cc1 | 1 | -0.1 | 100.8 | -2.8 | -0.4 | -7.1 | -2.8 | 7.1 | 1.19 | 0.8
COc1ccc(CNC(=O)CSCc2ccccc2Cl)cc1 | 1 | 0.2 | 116.8 | 0.4 | 5.1 | -35.1 | 0.0 | 35.1 | 1.58 | 3.9
CCSc1nnc(NC(=O)c2csc3c2CCCC3)s1 | 1 | 0.2 | 110.3 | -0.1 | -10.1 | -1.5 | 0.9 | 1.4 | 1.28 | -2.9
O=C(NCc1ccncc1)/C(=N/O)c1ccccc1 | 1 | -0.3 | 100.2 | -4.1 | 2.5 | -7.2 | -0.1 | 7.2 | 1.16 | -1.7

Whole records from above. Order of screens: FLuc act counter, Hsp70 activator, STAT1 act, FLuc inhib CS, G6PDH CS, APP transl inh, Redox H2O2 prof, APP 5'UTR act, NF-kB neuron act, HMGR II inh
CN(C)/C=C/C(=O)c1ccc(F)cc1 in the list: 1, -0.1, 100.8, -2.8, -0.4, -7.1, -2.8, 7.1, 1.19, 0.8
C=CCn1c(N)c(C(=O)OC(C)(C)C)c2nc3ccccc3nc21 in the list: 1, -0.2, 98.0, -0.4, 10.0, 11.3, 2.5, -11.3, 0.77, -7.2
Cc1ccccc1Cn1cnc2c(NS(C)(=O)=O)c(C)c(C)cc21 in the list: 1, -0.1, 94.4, -1.0, -14.9, -4.6, -0.5, 4.6, 1.19, -6.8
CCC1(c2ccc(F)cc2)NC(=O)N(CC(=O)Nc2cc(S(=O)(=O)N(C)C)ccc2Cl)C1=O (centres undefined) in the list: 1, -0.2, 86.0, -3.1, 3.3, 4.7, -2.3, -4.7, 0.77, -5.2

Additional results follow:
SMILES | FLuc act counter | Hsp70 activator | STAT1 act | FLuc inhib CS | G6PDH CS | APP transl inh | Redox H2O2 prof | APP 5'UTR act | NF-kB neuron act | HMGR II inh
CCOc1ccc(N(CC(=O)N/N=C/c2cc([N+](=O)[O-])ccc2Cl)S(C)(=O)=O)cc1 | 1 | -0.1 | 101.9 | -0.6 | -3.5 | -5.9 | 0.0 | 5.9 | 1.12 | -5.7
COc1ccccc1-c1cc(C(=O)NC(C)C)no1 | 1 | 0.4 | 120.2 | 4.5 | 3.9 | -55.8 | 2.5 | 55.8 | 2.79 | 1.6
Cc1ccc(N(CC(=O)N2CCOCC2)S(=O)(=O)c2ccccc2)cc1 | 1.1 | -0.2 | 92.0 | -8.5 | 7.4 | 0.8 | 1.7 | -0.8 | 0.89 | 12.3*
CC(=O)Nc1ccc(S(=O)(=O)N2CCN(CCCOc3ccccc3Cl)CC2)cc1 | 1.1 | -0.4 | 97.8 | -11.0 | 4.6 | 13.3 | 0.2 | -13.3 | 0.69 | -2.9
O=C(NNC(=O)c1ccccn1)c1cccc([N+](=O)[O-])c1 | 1.1 | -0.1 | 100.4 | -6.0 | 9.8 | 3.0 | -0.5 | -3.0 | 0.74 | -1.3
CCOc1cc(CNCC(C)C)cc(Cl)c1OCc1ccccc1 | 1 | -0.1 | 97.8 | -3.6 | 19.1 | 1.5 | 1.3 | -1.5 | 1.25 | -3.0
COc1ccc(-n2c(SCC(=O)OC(C)C)nnc2-c2ccccn2)cc1 | 1.1 | -0.1 | 108.4 | -9.9 | 7.6 | 7.1 | -1.4 | -7.1 | 1.14 | -3.4
COc1ccc(-c2noc(COc3ccc(Cl)c(C)c3)n2)cc1 | 1.1 | -0.2 | 93.9 | -5.4 | -31.9 | -7.8 | 0.8 | 7.8 | 1.03 | 0.2
COc1ccc(OCc2n[nH]c(=S)o2)cc1 | 0.8 | -0.2 | 106.3 | 15.6 | 15.2 | -11.2 | 0.1 | 11.2 | 1.15 | -6.2
COC(=O)[C@H](C)[C@H]1C[C@]1(C)[C@H](NC(=O)OCc1ccccc1)c1ccccc1 | 1 | -0.5 | 88.2 | 1.4 | 8.6 | 8.0 | -0.7 | -8.0 | 0.97 | -11.4
Cc1ccc(S(=O)(=O)N(CCC(=O)O)c2ccccc2)cc1 | 1 | -0.3 | 99.2 | -4.1 | 5.5 | 7.3 | -0.3 | -7.3 | 0.92 | -4.4
CCOC(=O)C1=C(N)Oc2c(oc(CO)cc2=O)C1c1ccc(F)c(F)c1 (centres undefined) | 1.1 | -0.3 | 109.9 | -5.4 | -1.9 | 4.5 | -0.5 | -4.5 | 1.13 | -1.1
COc1ccc(C(=O)N2CC3(C)CC2CC(C)(C)C3)cc1 (centres undefined) | 1 | 0.0 | 101.0 | -2.9 | 1.5 | -2.0 | 1.6 | 2.0 | 0.72 | -5.2
O=C(O)CCn1c(=O)[nH]c(=O)n(CCC(=O)O)c1=O | 1 | -0.2 | 101.7 | -4.3 | 4.4 | -4.4 | -1.8 | 4.4 | 0.98 | 1.3
Cn1cnc2c(N3CCCCC3)nccc21 | 1 | -0.1 | 100.0 | 2.0 | -5.0 | 14.0 | 1.8 | -14.0 | 1.29 | -11.5
CCc1cccc(Oc2nn[nH]n2)c1 | 1 | -0.1 | 92.6 | 0.5 | -0.3 | -4.0 | 0.1 | 4.0 | 1.09 | -4.1
CCC(C)NC(=O)c1ccccc1NC(=O)/C(=C/c1ccc(OC)cc1)c1ccccc1 (centres undefined) | 1.1 | -0.3 | 97.7 | -5.2 | -16.2 | 0.1 | 3.4 | -0.1 | 0.58 | 1.5
O=C(CC(c1ccco1)C1CCCCC1=O)c1ccco1 (centres undefined) | 1 | -0.1 | 112.1 | -3.0 | 3.2 | -5.0 | 1.4 | 5.0 | 1.14 | -1.1
CCCn1c(SCC(=O)N2CC(=O)Nc3ccccc32)nc2ccccc21 | 1 | -0.5 | 95.9 | -2.8 | -1.8 | -15.0 | 0.9 | 15.0 | 1.01 | -15.6
Cc1ccc(NC(=O)Cn2c(=O)oc3ccccc32)cc1 | 1 | 0.3 | 106.9 | -4.7 | 5.2 | 2.0 | -0.8 | -2.0 | 1.3 | 3.5
COc1cc(/C=N/O)cc(Cl)c1OC | 1 | -0.4 | 100.9 | -3.7 | 2.0 | 11.7 | -0.5 | -11.7 | 1.05 | -3.1
N=C1C(c2nc3ccccc3[nH]2)=C(O)CN1c1ccccc1 | 0.8 | 0.4 | 123.7 | 22.3 | -1.9 | -17.2 | 0.3 | 17.2 | 1.71 | 0.3
